14-3-3 PPI = modulators of human 14-3-3 gamma - Raf peptide interaction; P61981; FP, 14-3-3gamma / TMR-pS259-Raf peptide binding; inhibition, % at 40 µM; hit rate 0.19% among 160,000; AID 422; in the data active means inhibition above about 30%;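 further: 0% = protein plus tracer without compound and 100% = blank with tracer alone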
Target sequence (P61981 whole entry, looked up): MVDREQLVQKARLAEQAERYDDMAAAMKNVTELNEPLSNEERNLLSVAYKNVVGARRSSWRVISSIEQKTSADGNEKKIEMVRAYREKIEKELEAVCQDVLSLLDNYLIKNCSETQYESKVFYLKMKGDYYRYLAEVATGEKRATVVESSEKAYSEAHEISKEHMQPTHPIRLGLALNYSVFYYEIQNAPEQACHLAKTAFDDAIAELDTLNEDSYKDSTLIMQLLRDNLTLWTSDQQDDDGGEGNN
The depositor's hits bear a star; & = joins results of further samples.

OC1(c2ccc(F)cc2)CC2CCC(C1)N2Cc1nnnn1C1CCCCC1 (stereo not drawn) was read as 14-3-3 PPI -1.
Screening CC1CC2(O)c3no[n+]([O-])c3CCC2N1O (stereo not drawn) returned 14-3-3 PPI -4.
`O=C(Cn1cnc([N+](=O)[O-])n1)Nc1ccc(Cl)cc1C(=O)c1ccccc1` gave 14-3-3 PPI 4.
CCOC(=O)CN1C(=O)C2(C(C(=O)OCC)=C(N)OC3=C2C(=O)CC(C)(C)C3)c2ccccc21 (stereo not drawn) was read as 14-3-3 PPI -5.
For CCCNc1oc(-c2cccc3ccccc23)nc1C#N the results were 14-3-3 PPI -5.
Screening O=C(O)Cn1cc(C(=O)c2ccccc2)c2ccccc21 returned 14-3-3 PPI -1.
For CC(=O)c1ccc(-c2ccccc2)cc1 the results were 14-3-3 PPI -10.
Screening O=C(c1cc2c(s1)CCCCCC2)N1CCC2(CC1)OCCO2 returned 14-3-3 PPI -7.
For CCNc1cc(Cl)c2nonc2c1[N+](=O)[O-] the results were 14-3-3 PPI -3.
Screening CCOc1c(P(=S)(N(C)C)N(C)C)c(C)nn1-c1ccccc1 returned 14-3-3 PPI 1.
CCn1c(C(=O)N2CCC(C(=O)N3CCC4(CC3)OCCO4)CC2)cc2sccc21 was read as 14-3-3 PPI 6.
For COCCOC(=O)C1=C(N)Oc2c(c(=O)oc3ccccc23)[C@@]12C(=O)Nc1ccccc12 the results were 14-3-3 PPI 0.
For O=c1[nH]c2ccccc2n1CCCN1CCC(n2c(=O)[nH]c3cc(Cl)ccc32)CC1 the results were 14-3-3 PPI -6&-4.
For C[N+](C)(C)CC(=O)O the results were 14-3-3 PPI 1.
`Cc1cc(N)n(C2CCN(C)CC2)n1` gave 14-3-3 PPI 2.
Screening CCOC(=O)N(C)c1ccc(C(O)(C(=O)OCC)C(F)(F)F)cc1 (stereo not drawn) returned 14-3-3 PPI 7.
For Cc1cc(N2C(=O)CC(N3CCC(n4c(=O)[nH]c5ccccc54)CC3)C2=O)no1 (stereo not drawn) the results were 14-3-3 PPI -1.
Screening O=C(Cc1ccc(-n2c(=O)[nH]c3ccsc3c2=O)cc1)N1CCN(Cc2ccc3c(c2)OCO3)CC1 returned 14-3-3 PPI 3.
CCCCCCCCCCCCCC(=O)O[C@@H]1[C@@H](C)[C@@]2(O)[C@@H](C=C(CO)C[C@@]3(O)C(=O)C(C)=C[C@@H]23)C2C(C)(C)[C@@]21OC(C)=O (stereo partly drawn) was read as 14-3-3 PPI 4.
O=C(c1ccc(N2CC3CC(C2)c2cccc(=O)n2C3)c([N+](=O)[O-])c1)N1CCCC1 (stereo not drawn) was read as 14-3-3 PPI -4.
For CC(=O)OC1(c2ccc(C)cc2)CN2CCC1c1ccccc12 (stereo not drawn) the results were 14-3-3 PPI -5.
O=C(CN1CCCC1=O)NCCc1ccccc1 was read as 14-3-3 PPI -11.
For O=[N+]([O-])c1ccc(N2CCNCC2)cc1NCC1CCCO1 (stereo not drawn) the results were 14-3-3 PPI -5.
For COC(=O)c1c(N)n(Cc2ccccc2)c2nc3ccccc3nc12 the results were 14-3-3 PPI 6.

Molecules listed so far containing sulfur:
Screening O=C(c1cc2c(s1)CCCCCC2)N1CCC2(CC1)OCCO2 returned 14-3-3 PPI -7.
Screening CCOc1c(P(=S)(N(C)C)N(C)C)c(C)nn1-c1ccccc1 returned 14-3-3 PPI 1.
CCn1c(C(=O)N2CCC(C(=O)N3CCC4(CC3)OCCO4)CC2)cc2sccc21 was read as 14-3-3 PPI 6.
Screening O=C(Cc1ccc(-n2c(=O)[nH]c3ccsc3c2=O)cc1)N1CCN(Cc2ccc3c(c2)OCO3)CC1 returned 14-3-3 PPI 3.

(cont.)
For O=C1CN=C(c2ccccc2)c2ccccc2N1Cc1cccc(Cl)c1 the results were 14-3-3 PPI 1.
Screening COC(=O)c1c(C)n(Cc2ccco2)c2ccc(O)cc12 returned 14-3-3 PPI -4.
COc1ccc(N=C(C)c2c(O)n(C3CCCCC3)c(=O)[nH]c2=O)c(OC)c1 was read as 14-3-3 PPI -21.
For Cc1cccc(OCC(=O)Nc2ccc(Cl)cc2C(=O)c2ccccc2)c1 the results were 14-3-3 PPI 5.
For O=C(NCC(c1cccnc1)N1CCOCC1)Oc1ccccc1 (stereo not drawn) the results were 14-3-3 PPI -8.
`CCCCn1c(N)c(C(=O)OCC2CCCO2)c2nc3ccccc3nc21` (stereo not drawn) gave 14-3-3 PPI -6.
`Cc1nc2ccccc2c(=O)n1-c1ccccc1O` gave 14-3-3 PPI -1.
O=C(Cn1c2c(c(-c3ccccc3Cl)cc1=O)CCC2)N1CCC2(CC1)OCCO2 was read as 14-3-3 PPI -3.
Cc1cc(Cl)ccc1OCCCC(=O)O was read as 14-3-3 PPI 3.
For CC(=NCCC1=CCCCC1)c1c(O)n(C)c(=O)n(C)c1=O the results were 14-3-3 PPI -3.
`Cc1ccc(S(=O)(=O)N2CCC(C(=O)N3CCC4(CC3)OCCO4)CC2)cc1` gave 14-3-3 PPI -4.
For CCC(=NCc1ccco1)c1c(O)[nH]c(=O)[nH]c1=O the results were 14-3-3 PPI 1.
Screening Cc1[nH]c2c(C(F)(F)F)cccc2c1CCN returned 14-3-3 PPI -15.
`Cn1c(O)c(C=NC2CCN(Cc3ccccc3)CC2)c(=O)n(C)c1=O` gave 14-3-3 PPI -1.
Screening CC(C)c1ccc(NC(=O)CN2C(=O)CN=C(c3ccccc3)c3cc(Cl)ccc32)cc1 returned 14-3-3 PPI -2.
CC(C(=O)c1c[nH]c2ccccc12)N1CCc2ccccc2C1 (stereo not drawn) was read as 14-3-3 PPI 3.
Screening CCOC(=O)C1=C(C)OC(N)=C(C(=O)OC)C12C(=O)Nc1ccc(Br)cc12 (stereo not drawn) returned 14-3-3 PPI -7&5.
Screening Cn1c(O)c(C(=O)c2ccccc2)c(=O)n(C)c1=O returned 14-3-3 PPI 0.
For COc1ccc(CN2CC3CC(C2)c2cccc(=O)n2C3)cc1OC (stereo not drawn) the results were 14-3-3 PPI -4.
`CCN1CCN(Cc2ccc(C)cc2C)CC1` gave 14-3-3 PPI -5.
`Brc1ccc(C2CC(c3cccnc3)Nc3ncnn32)cc1` (stereo not drawn) gave 14-3-3 PPI -1.
`O=C1C2CCCN2C(c2cccnc2)N1c1nccs1` (stereo not drawn) gave 14-3-3 PPI -7.
CCOC(=O)C1=C(C)OC(N)=C(C(=O)OC)C12C(=O)N(C)c1ccccc12 (stereo not drawn) was read as 14-3-3 PPI 1.
`CCOC(=O)C1C(=O)NC2(C)CC1c1cc(OC)ccc1O2` (stereo not drawn) gave 14-3-3 PPI -2.
CCNc1ccc(P(=S)(N(C)C)N(C)C)cc1 was read as 14-3-3 PPI -4.
For Cc1cc(OCC(=O)c2ccccc2)c2c3c(c(=O)oc2c1)CCCC3 the results were 14-3-3 PPI -6.
Screening O=S1(=O)CC2(N3CCOCC3)CCCCCCC21 (stereo not drawn) returned 14-3-3 PPI 1.
`CC(=O)c1ccc2[nH]cc(CC(C)N)c2c1` (stereo not drawn) gave 14-3-3 PPI -11.
For C[C@H]1OC[C@@H](C[N+](C)(C)C)O1 the results were 14-3-3 PPI -1&-1.
CCOC(=O)C(O)(c1ccc(N(CC)C(=O)OC)cc1)C(F)(F)F (stereo not drawn) was read as 14-3-3 PPI -4.
For CN1C(=O)N(C)C(=O)C(CCc2ccccn2)(CCc2ccccn2)C1=O the results were 14-3-3 PPI -8.
CC1(C)CC(=O)C(C=NCCN2CCN(C(=O)Cc3ccccc3)CC2)=C(O)C1 was read as 14-3-3 PPI 4.
CCCCCn1c(N)c(C(=O)NCCN2CCOCC2)c2nc3ccccc3nc21 was read as 14-3-3 PPI -5.
For CC1(C)CN=C(Nc2ccccc2C(F)(F)F)S1 the results were 14-3-3 PPI 2.
For O=C(Nc1ccc([N+](=O)[O-])c(C(F)(F)F)c1)C12CC3CC(CC(C3)C1)C2 the results were 14-3-3 PPI 7.
Screening CCOC(=O)c1cc(C)n(CCc2cnc[nH]2)c1C returned 14-3-3 PPI 2.
CCCCn1c(O)c(C=Nc2c(C)n(C)n(-c3ccccc3)c2=O)c(=O)[nH]c1=O was read as 14-3-3 PPI -1.
For O=C1c2ccccc2C(=O)N1Cc1nc2ccccc2c(=O)n1-c1ccccn1 the results were 14-3-3 PPI 0.
`O=c1c2cc(Cl)cc(Cl)c2nc(CN2CCOCC2)n1-c1ccccc1F` gave 14-3-3 PPI -26.
Screening CCN(CC)CCN=Cc1c(O)n(CCC2=CCCCC2)c(=O)[nH]c1=O returned 14-3-3 PPI -6.
`COc1ccc(CN2CCN(Cc3ccccc3Br)CC2)cc1Br` gave 14-3-3 PPI 1.
For COCCOC(=O)c1c(N)n(Cc2ccc(OC)cc2)c2nc3ccccc3nc12 the results were 14-3-3 PPI -1.
CC1CN(c2ccc([N+](=O)[O-])c(N3CCCCC3)c2)CCN1 (stereo not drawn) was read as 14-3-3 PPI -2.
CCOC(=O)C1=C(N)OC2=C(C(=O)CCC2)C12C(=O)N1c3c(ccc(C)c32)C(C)=CC1(C)C (stereo not drawn) was read as 14-3-3 PPI 1.
CCCCCCCCC(=O)NCc1ccc(O)c(OC)c1 was read as 14-3-3 PPI -4.
`C=CCOC(=O)C1C2NC(=S)N(c3cccc(Br)c3)C1(C)Oc1c(OC)cccc12` (stereo not drawn) gave 14-3-3 PPI 0.
Screening NCCc1c[nH]c2ccc(F)cc12 returned 14-3-3 PPI 1&-3.
`CCCCN=Cc1c(O)n(-c2c(C)cc(C)cc2C)c(=O)[nH]c1=O` gave 14-3-3 PPI -4.

Five structures out of the list, arranged by count of non-hydrogen atoms, smallest number first.
CCCCCCCCC(=O)NCc1ccc(O)c(OC)c1 was read as 14-3-3 PPI -4.
`CCCCN=Cc1c(O)n(-c2c(C)cc(C)cc2C)c(=O)[nH]c1=O` gave 14-3-3 PPI -4.
`O=c1c2cc(Cl)cc(Cl)c2nc(CN2CCOCC2)n1-c1ccccc1F` gave 14-3-3 PPI -26.
For O=C1c2ccccc2C(=O)N1Cc1nc2ccccc2c(=O)n1-c1ccccn1 the results were 14-3-3 PPI 0.
For COCCOC(=O)c1c(N)n(Cc2ccc(OC)cc2)c2nc3ccccc3nc12 the results were 14-3-3 PPI -1.

(cont.)
`CCN(CC)C(=O)c1ccc(NC(=O)CSc2nnnn2-c2cc(OC)ccc2OC)cc1` gave 14-3-3 PPI 2.
For COc1ccc(N2C(=O)CC(=O)NC2=O)cc1 the results were 14-3-3 PPI -6.
Screening CCOC(=O)C1C(=O)NC2(C)CC1c1ccccc1O2 (stereo not drawn) returned 14-3-3 PPI -3.
For CC(=O)c1c(C)n(CCC2=CCCCC2)c2ccc(O)cc12 the results were 14-3-3 PPI 3.
Screening COc1ccc(OCC(=O)N2CCN(Cc3ccccc3Br)CC2)cc1 returned 14-3-3 PPI -3.
`CCOc1ccc(C(=O)Nc2ccc(Br)cc2C(=O)c2ccccc2)cc1` gave 14-3-3 PPI -16.
Screening O=c1c2ccccc2nc(C=Cc2ccco2)n1-c1cccc(O)c1 returned 14-3-3 PPI -119.
Screening COC(=O)c1ccccc1-n1c(C)nc2ccccc2c1=O returned 14-3-3 PPI 0.
`Cc1ccc(-n2c(C=Cc3cccc([N+](=O)[O-])c3)nc3ccc(I)cc3c2=O)cc1` gave 14-3-3 PPI 3.
Screening CCOC(=O)C1C2NC(=S)N(CC)C1(C)Oc1ccc(OC)cc12 (stereo not drawn) returned 14-3-3 PPI 2.
`CNCC(O)c1ccc(O)cc1` (stereo not drawn) gave 14-3-3 PPI -7&1.
For COCCOC(=O)C1=C(COC)OC(N)=C(C(=O)OC)C12C(=O)Nc1ccccc12 (stereo not drawn) the results were 14-3-3 PPI -6.
`O=C(c1ccccc1Cl)c1cc(Br)ccc1NC(=O)c1ccccc1[N+](=O)[O-]` gave 14-3-3 PPI -8.
`O=C1CNC(c2ccccc2Cl)c2cc(Br)ccc2N1` (stereo not drawn) gave 14-3-3 PPI -3.
For O=C(c1ccc2nc3ccc(Cl)cc3c(=O)n2c1)N1CCC2(CC1)OCCO2 the results were 14-3-3 PPI -9.
Screening CN(N=O)c1ccc(O)c(O)c1 returned 14-3-3 PPI 40*.
Screening CN(C)C(=O)Oc1ccc(Cl)c2ccccc12 returned 14-3-3 PPI -1.
`CC(C)OCCCNC(=O)c1c(N)n(CC2CCCO2)c2nc3ccccc3nc12` (stereo not drawn) gave 14-3-3 PPI -12.
For CC1=CC(C)C(C2N3CCCN2CC3)C(C)C1 (stereo not drawn) the results were 14-3-3 PPI 1.
For C=CCN1C(=O)NC(=O)C(Cc2ccc(OC)c(OC)c2)C1=O (stereo not drawn) the results were 14-3-3 PPI 0&4.
Screening CC(C)OC(=O)c1c(N)n(Cc2ccco2)c2nc3ccccc3nc12 returned 14-3-3 PPI -6.
Screening COc1ccc(C(=O)Nc2ccc(Cl)cc2C(=O)c2ccccc2Cl)c(OC)c1 returned 14-3-3 PPI -21.
CC1(C)CN=C(Nc2ccc(F)c(F)c2)S1 was read as 14-3-3 PPI 0.
CN1CCCC1c1cccnc1N (stereo not drawn) was read as 14-3-3 PPI 8.
Screening CCOc1cc(C2NCc3ccccc3-n3cccc32)ccc1O (stereo not drawn) returned 14-3-3 PPI 1.
CN1C(=O)N(C)C(=O)C2(Cc3c(ccc4ccccc34)N(C)C2)C1=O was read as 14-3-3 PPI -4.
`NCC(O)CNc1ccc([N+](=O)[O-])c2cccnc12` (stereo not drawn) gave 14-3-3 PPI -10.
`O=C(CN1C(=O)CN=C(c2ccccc2)c2ccccc21)NCc1ccccc1` gave 14-3-3 PPI 8.

This is a subset; count on the stated rates, not on these rows.
